Assay outcomes from PubChem.
EPAC1 ag – agonists of human EPAC1 | Potency, µM (series often up to 154 µM), for inactives: top-dose activation, actives largely listed as activators | AID 720707 | actives 0.073% (n = 360,000) | O95398 | EPAC1 agonist qHTS, biochemical assay; response scale: 100% = response to 6.5 mM cAMP; note: potency is the fitted concentration of half-maximal effect; nearly all actives have a fitted effect of over 60% in size
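Nucleotide exchange assay: 100 nM EPAC1 with 250 nM Rap1B loaded with BODIPY-GDP and 50 uM GDP, room temperature. Fluorescence (480/540 nm) read every 5 min for 30 min; signal change normalized to 6.5 mM cAMP as full agonist.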
EPAC1 antagonist – blocks human EPAC1 exchange factor; O95398; EPAC1 GEF assay, Rap1b-BODIPY-GDP exchange fluorescence; Potency, µM (doses to about 115 µM), inactives show at the top dose activity change, negative = inhibition, usual class: inhibitors; actives 0.14% (n = 360,000);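 note: potency is the fitted concentration of half-maximal effect; plate controls were vehicle for no effect and positive control for full effect; nearly all actives have a fitted effect of over 50% in size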
Abeta rescue – A-beta toxicity reversal in yeast; yeast expressing A-beta42, growth rescue, OD600, 48 h; response scale: 0% DMSO, 100% iron-clioquinol control; Potency, µM (doses to about 46.1 µM), for the others: at the highest dose growth rescue, hits mostly activators; actives 0.063% (n = 410,000); AID 1347071; note: potency is the fitted concentration of half-maximal effect; nearly all actives have a fitted effect of over 55% in size
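Yeast growth medium received pinned compounds, then yeast cells expressing toxic A-beta were added; plates incubated at 30 C for 48 hr. Growth read as absorbance at 600 nm, normalized to DMSO and equimolar FeCl3 plus clioquinol controls.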
PLK1 PBD block – PLK1 (human) polo-box domain binding inhibition. Plk1 PBD binding of FITC phosphopeptide, fluorescence polarization. Potency, µM, inactives show max response, negative = inhibition, actives largely listed as inhibitors. actives 2.8% (n = 360,000). AID 720504; note: potency is the fitted concentration of half-maximal effect; series mostly up to about 57 µM; % is set by controls: 0 for no effect and ±100 for the full control effect; nearly all actives have a fitted effect of over 65% in size
PI5P4K alpha inh – inhibitors of human PI5P4K alpha; P48426; PI5P4Kalpha enzyme, ADP-Glo luminescence, 60 min; hits give low values; max response, %; actives 1.2% (n = 330,000); active = max response of -50% or lower; inconclusive = between -30% and -50%; inactive = -30% or higher; note: value at the top dose of about 77 µM; % is set by controls: 0 for no effect and ±100 for the full control effect
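PI5P4Kalpha ADP-Glo assay; 5 microM ATP final; 60 min RT reaction; HEPES pH 7.4/EGTA/CHAPS, 5% DMSO; controls lacking substrate or enzyme; luminescent end-point.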
IL2 activator – IL-2 activation; IL-2 activation reporter assay, cell-based qHTS; stimulated with anti-CD3/CD4/CD28 beads; in transgenic mouse T cells; activation, % (series mostly up to about 46 µM); actives 0.065% (n = 360,000); AID 652025; in the data active = activation above about 50%; inconclusive = mostly about 30% to 49%; note: 0% is about no effect
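Readout is EGFP and DsRed signal by fluorescent plate cytometry after 18 h at 37 degrees C. Transgenic mouse T cells (750/well) received compound for 60 min before bead stimulation (anti-CD3, anti-CD4, anti-CD28); memory T cells served as non-tolerant control.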
WRN helicase inh – WRN helicase (human) inhibition. Potency, µM (series often up to 114 µM), without a hit: top-dose activity change, negative = inhibition, hits mostly inhibitors. actives 0.46% (n = 360,000). Q14191. WRN helicase unwinding, fluorescent forked duplex, kinetic. AID 651768; note: potency is the fitted concentration of half-maximal effect; % is set by controls: 0 for no effect and ±100 for the full control effect; nearly all actives have a fitted effect of over 55% in size
Target sequence (Q14191 whole entry, looked up): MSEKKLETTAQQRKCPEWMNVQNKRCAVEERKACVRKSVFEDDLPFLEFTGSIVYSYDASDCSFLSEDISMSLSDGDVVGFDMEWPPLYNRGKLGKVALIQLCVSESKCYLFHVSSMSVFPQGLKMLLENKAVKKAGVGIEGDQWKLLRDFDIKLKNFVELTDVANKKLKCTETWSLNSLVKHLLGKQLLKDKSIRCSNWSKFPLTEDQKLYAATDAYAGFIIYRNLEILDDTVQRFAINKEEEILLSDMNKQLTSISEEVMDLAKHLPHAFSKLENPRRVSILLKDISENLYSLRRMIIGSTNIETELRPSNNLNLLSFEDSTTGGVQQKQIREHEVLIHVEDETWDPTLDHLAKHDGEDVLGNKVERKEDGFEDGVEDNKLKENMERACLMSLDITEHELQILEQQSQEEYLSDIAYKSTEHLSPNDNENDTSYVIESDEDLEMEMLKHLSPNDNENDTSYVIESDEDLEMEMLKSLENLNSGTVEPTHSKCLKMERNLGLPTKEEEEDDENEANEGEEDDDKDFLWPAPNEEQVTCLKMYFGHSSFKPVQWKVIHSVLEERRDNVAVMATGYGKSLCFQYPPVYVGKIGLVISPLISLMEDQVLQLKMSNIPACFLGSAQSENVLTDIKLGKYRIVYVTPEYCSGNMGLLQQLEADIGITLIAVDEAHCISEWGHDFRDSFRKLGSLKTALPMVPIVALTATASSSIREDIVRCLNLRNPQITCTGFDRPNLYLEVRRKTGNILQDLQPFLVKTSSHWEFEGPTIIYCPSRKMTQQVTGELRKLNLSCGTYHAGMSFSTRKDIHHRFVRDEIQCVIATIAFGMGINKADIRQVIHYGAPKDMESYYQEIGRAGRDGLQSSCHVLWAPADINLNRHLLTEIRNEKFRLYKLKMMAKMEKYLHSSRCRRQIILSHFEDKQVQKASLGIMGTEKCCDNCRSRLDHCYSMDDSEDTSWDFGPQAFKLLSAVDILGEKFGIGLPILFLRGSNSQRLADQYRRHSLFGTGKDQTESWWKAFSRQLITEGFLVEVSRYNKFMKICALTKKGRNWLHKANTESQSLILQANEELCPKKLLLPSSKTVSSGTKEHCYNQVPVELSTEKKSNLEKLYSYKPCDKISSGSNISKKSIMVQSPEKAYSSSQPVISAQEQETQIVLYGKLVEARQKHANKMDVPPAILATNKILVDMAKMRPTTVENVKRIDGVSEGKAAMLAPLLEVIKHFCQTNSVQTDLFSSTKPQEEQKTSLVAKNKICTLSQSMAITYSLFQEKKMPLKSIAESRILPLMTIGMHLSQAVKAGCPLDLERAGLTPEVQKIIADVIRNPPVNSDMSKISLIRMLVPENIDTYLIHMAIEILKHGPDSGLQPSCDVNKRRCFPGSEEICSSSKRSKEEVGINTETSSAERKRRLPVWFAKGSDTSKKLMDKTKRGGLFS
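Kinetic red-fluorescence monitoring (525/598 nm) tracks WRN helicase activity after 100 nM fluorophore-quencher forked duplex and 2 mM ATP are added to 20 nM enzyme pretreated 15 min at room temperature with compound.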
FUS suppressor – suppressors of FUS proteinopathy in yeast; S. cerevisiae FUS-expressing, growth rescue, OD600, 24 h; Potency, µM (highest dose often 76.6 µM), inactives show at the highest dose growth rescue (activation), usual class: activators; actives 0.24% (n = 390,000); AID 1347120;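 note: potency is the fitted concentration of half-maximal effect; plate controls were DMSO vehicle for no effect and reference control for full effect; nearly all actives have a fitted effect of over 55% in size; some results filed as inactive show a strong effect at the top dose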
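Yeast expressing FUS under galactose induction, OD 0.005 in 2% galactose medium; compounds in a dilution series, 24 h at 30C. Growth rescue by absorbance at 600 nm; CP55940 positive control, DMSO negative.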
aSyn rescue – rescues yeast growth from alpha-synuclein toxicity. Yeast expressing alpha-synuclein, growth rescue, BacTiter-Glo, 24 h. Potency, µM (doses to about 46.1 µM), for the others: top-dose growth rescue (activation), hits mostly activators. actives 0.14% (n = 370,000); note: potency is the fitted concentration of half-maximal effect; % of control where 0% means no effect; nearly all actives have a fitted effect of over 65% in size
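Readout is rescue of growth in alpha-synuclein-expressing yeast, so inhibitors of toxicity appear as activators. Growth after 24 hr at 30 deg C in galactose medium is quantified by luminescence.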
Numbers without * were called inactive; ? = inconclusive; · = not tested or not shown; [ ] = remark or other dose. Unless noted, calls come from the whole dose curve; as a rule, active = well fitted curve in the direction sought with a large enough effect; inconclusive = small, poorly fitted or top-dose-only effect, or another doubt; inactive = no such curve, though single readings can be large; an effect the other way counts as inactive or inconclusive. An unsorted share of the library; 4.1% or so of the library scored in one or more.

item	SMILES	EPAC1 antagonist	aSyn rescue	EPAC1 ag	PI5P4K alpha inh	WRN helicase inh	FUS suppressor	Abeta rescue	PLK1 PBD block	IL2 activator
1	O=C(Cn1cnc2ccccc2c1=O)NCCC(=O)Nc1ccc2c(c1)OCCO2	-7%	0%	-6%	-3	2%[57.1 µM]	9%	-1%	-2%	-2.8
2	O=c1c(-c2n[nH]c(=S)o2)cccn1Cc1ccccc1	9%	-4%	-2%	?	-7%	5%	2%	?	-1.7
3	CC(NC(=O)COC(=O)C12CC3CC(CC(O)(C3)C1)C2)c1ccccc1 (configuration not stated)	-9%	-10%	-9%	7	-5%	-4%	-8%	2%	-0.4
4	OC(c1ccccc1)(c1ccccc1)C1CCN(CCCOc2ccccc2Cl)CC1	5%	-10%	-6%	12	-6%	17%	4%	9%	-1.0
5	CCC(Sc1nc2n[nH]c(C)c2c(=N)n1-c1cccc(Cl)c1)C(=O)NCCOC (configuration not stated)	-1%	-6%	4%	-10	-21%	25%	-17%	-16%	-1.8
6	Cn1cc(CCC(=O)N2CCCC(C(=O)c3cccc4ccccc34)C2)cn1 (configuration not stated)	4%	5%	10%	1	-8%	13%	-2%	?	0.8
7	COc1ccc(-c2cc3c(c4c2ccn4C)C2CCC3C2)cc1OC (configuration not stated)	-19%	-10%	7%	19	-6%	36%	9%	-2%	0.0
8	Cc1ccc(C)c(CSCC(=O)NCc2cccs2)c1	-9%	9%	-2%	-4	1%	-16%	10%	7%	-1.8
9	CC(=O)Nc1ccc2c(c1)C(=Nc1cccc(C)c1)c1ccccc1-2	-7%	14%	-9%	23	-15%	9%	-12%	-3%	-0.7
10	COc1cc(C(CC(=O)N2CCCC2)c2c(OC)cc(OC)c3c(-c4ccccc4)cc(=O)oc23)cc(OC)c1OC (configuration not stated)	-21%	-2%	1%	?	-3%[11.6 µM]	?	-3%	-22%	-0.5
11	O=C(CC[C@H]1O[C@@H](n2ccc(=O)[nH]c2=O)[C@H](O)[C@@H]1O)NCc1cccc2ccccc12	-10%	-2%	-10%	6	-14%	-3%	-14%	-8%	-0.5
12	COc1cccc(C2=NOC(C(=O)N3CCc4ccccc4C3)C2)c1 (configuration not stated)	-19%	7%	3%	0	3%	15%	3%	?	-1.6
13	Cn1nc(C(C)(C)C)cc1C(=O)NCc1ccc2c(c1)OCO2	5%	3%	8%	1	-6%	3%	1%	-4%	-2.6
14	Cc1ccc(N)c([N+](=O)[O-])c1	-6%	0%	-12%	0	-3%	-29%	2%	2%	0.8
15	CCN(CC)CC(O)Cn1c(-c2cccc(Cl)c2)nc2cc(C)c(C)cc21 (configuration not stated)	-18%	5%	4%	6	-7%	9%	10%	-1%	-3.8
16	Cc1ccccc1NC(=O)Nc1nc(CN)cs1	-12%	0%	-5%	5	-2%	-13%	-8%	-12%	0.4
17	COc1cccc(NC(=O)CN2CCCCCC2)c1	11%	3%	8%	-2	4%	-7%	-11%	-6%	0.7
18	O=C(Nc1cc(S(=O)(=O)N2CCCCCC2)ccc1OCC(F)(F)F)c1cnccn1	-15%	1%	-6%	5	-3%	·	-2%	4%	-3.3
19	O=C(/C=C/c1ccccc1)NC(=S)Nc1ccccc1	-10%	0%	4%	3	-1%	7%	?	-12%	-4.1
20	CCOc1ccc(OCCn2ccnc2)cc1	-13%	-4%	8%	-9	-10%	-14%	15%	-7%	1.9
21	Cc1ccc(C(=O)CCC(=O)OCC(=O)Nc2nnc(-c3ccccc3)o2)cc1	-2%	-6%	9%	-26	-16%	9%	21%	-17%	0.1
22	COc1ccc(NC(=O)CN(C)C(=O)c2cc(-c3ccco3)nc3ccccc23)cc1	?	-12%	5%	-74*	63µM*	?	10%	?	-2.8
23	Cc1ccc(NCC(=O)N/N=C/c2ccc(-c3cccc(C(F)(F)F)c3)o2)cc1	?	0%	6%	2	-16%	·	-4%	1%	-0.1
24	CC(=O)c1ccc(Nc2c([N+](=O)[O-])ccc3nonc23)cc1	-3%	3%	11%	-1	-4%	-7%	-1%	-5%	0.2
25	CC(=O)c1ccc(OCc2ccc(Oc3c(Cl)cccc3[N+](=O)[O-])cc2)cc1	23%	-3%	13%	6	3%	-19%	-8%	-12%	2.2
26	O=C(c1ccc(-n2cccc2)cc1)N1CCN(Cc2ccccc2)CC1	-13%	·	2%	-6	-8%	-6%	3%	-3%	-0.3
27	O=[N+]([O-])c1ccc2c([N+](=O)[O-])ccc3c2c1CC3	?	4%	-3%	-74*	0%[11.6 µM]	-15%	11%	?	3.8
28	CC12CCC(=O)N1C(C(=O)O)Cc1c2[nH]c2ccccc12 (configuration not stated)	-15%	3%	11%	5	4%	31%	-15%	-13%	-0.7
29	COc1ccc(C(=O)c2c(C(F)(F)F)oc3c2C(=O)c2ccccc2C3=O)cc1	-20%	?	9%	-2	-25%	-6%	-77%[inhibitor]	-13%	-0.1
30	Nc1nnc(SCC(=O)N2CCN(c3ccccc3)CC2)s1	10%	-1%	-6%	-2	-1%	5%	14%	-2%	-2.5
31	N/C(=N\OC(=O)c1ccc(=O)n(Cc2ccc(Cl)cc2)c1)c1ccccn1	-9%	0%	-4%	-13	9%	9%	-26%	-11%	0.4
32	CC(=O)Oc1ccc(-c2cccc(C(=O)Oc3ccccc3)c2)cc1	-24%	-2%	16%	10	-12%	-24%	8%	-8%	-0.9
33	C[C@@H]1[C@H]2[C@@H]3CC[C@@H](C3)[C@H]2CN[C@H]1c1cn(Cc2ccccc2)c2ccccc12	-8%	0%	-5%	-3	-13%	10%	18%	-15%	-0.8
34	Cc1ccc(S(=O)(=O)Nc2ccc(-c3cn4ccc(C)cc4n3)cc2)cc1	-14%	-6%	5%	3	-8%	?	-15%	?	0.5
35	C=CCn1c(NCc2ccco2)nc2ccccc21	-2%	2%	3%	3	4%	-18%	4%	-2%	0.8
36	CCc1cc(=O)oc2cc(OCC(=O)NC3CC(C)(C)NC(C)(C)C3)ccc12	3%	2%	12%	6	-3%	-34%	8%	-14%	-0.7

Fetched by compound from the list above (four):
item	SMILES	EPAC1 antagonist	aSyn rescue	EPAC1 ag	PI5P4K alpha inh	WRN helicase inh	FUS suppressor	Abeta rescue	PLK1 PBD block	IL2 activator
32	CC(=O)Oc1ccc(-c2cccc(C(=O)Oc3ccccc3)c2)cc1	-24%	-2%	16%	10	-12%	-24%	8%	-8%	-0.9
31	N/C(=N\OC(=O)c1ccc(=O)n(Cc2ccc(Cl)cc2)c1)c1ccccn1	-9%	0%	-4%	-13	9%	9%	-26%	-11%	0.4
30	Nc1nnc(SCC(=O)N2CCN(c3ccccc3)CC2)s1	10%	-1%	-6%	-2	-1%	5%	14%	-2%	-2.5
34	Cc1ccc(S(=O)(=O)Nc2ccc(-c3cn4ccc(C)cc4n3)cc2)cc1	-14%	-6%	5%	3	-8%	?	-15%	?	0.5

Entries listed so far printed as active in WRN helicase inh:
no. | compound | EPAC1 antagonist | PI5P4K alpha inh | WRN helicase inh | FUS suppressor | PLK1 PBD block
22 | COc1ccc(NC(=O)CN(C)C(=O)c2cc(-c3ccco3)nc3ccccc23)cc1 | ? | -74* | 63µM* | ? | ?

Further records.
item	SMILES	EPAC1 antagonist	aSyn rescue	EPAC1 ag	PI5P4K alpha inh	WRN helicase inh	FUS suppressor	Abeta rescue	PLK1 PBD block	IL2 activator
37	COC(=O)CN(C#N)c1nc(OC)nc(N(C)C)n1	-11%	-2%	3%	·	-7%	17%	-2%	-3%	-1.9
38	O=C(CCN1C(=O)C2CC=C(Cl)CC2C1=O)N1CCCCC1 (configuration not stated)	0%	4%	10%	·	7%	24%	-1%	?	0.6
39	CCOC(CNC(=O)c1ccc(CNC(=O)c2ccc(OC)c(OC)c2)cc1)OCC	7%	-3%	-4%	6	2%	-7%	-1%	3%	-3.5
40	Cc1ccc(C(=O)/C=C\NCc2ccccc2)cc1	4%	-28%	6%	9	-1%	·	-62%[inhibitor]	1%	0.3
